Source: PubChem BioAssay (several laboratories)
proCasp3 act: activators of human procaspase-3. P42574. recombinant procaspase-3 D3A, Ac-DEVD-pNA absorbance 405 nm. activation, % at 8.5 µM. 330,000 tested, 0.11% active;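 active = activation above the mean of all tested compounds plus 3 SD, cut at about 21% in these data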;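 note: 0% = DMSO alone and 100% = DMSO wells spiked with extra 5 µM PC-3 D3A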
Target sequence (P42574 whole entry D9A/D28A/D175A): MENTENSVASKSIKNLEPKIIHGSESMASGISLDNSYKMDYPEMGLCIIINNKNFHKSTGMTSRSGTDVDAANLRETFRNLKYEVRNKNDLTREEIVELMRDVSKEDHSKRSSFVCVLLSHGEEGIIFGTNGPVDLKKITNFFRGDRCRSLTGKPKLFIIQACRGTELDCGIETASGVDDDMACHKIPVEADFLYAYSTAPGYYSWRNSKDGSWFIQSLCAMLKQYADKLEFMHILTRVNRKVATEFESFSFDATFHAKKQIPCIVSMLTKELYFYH
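Test system: Procaspase-3 D3A mutant, all three cleavage aspartates alanine | Dosing: Single dose, 8.5 µM nominal compound, 0.8% DMSO | Schedule: 1 h preincubation, 2 h reaction | Technique: 405 nm absorbance of p-nitroaniline, reads at 0 and 120 min | Repeats: One well per compound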
PP1 counter: blocks human PP1-alpha phosphatase, a PP5 counter-screen; P62136; AID 2235; purified PP1alpha, OMFP fluorescence; 320,000 tested, 0.9% active; inhibition, % at 6.7 µM;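 active = inhibition above the mean inhibition of all tested compounds plus 3 SD, computed separately for each screening campaign, cut at about 15% in these data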
GASC-1 inh: inhibitors of human GASC-1 (JMJD2C) demethylase; 330,000 tested, 0.069% active; GST-JMJD2C(1-420) H3K9me3 demethylation, DELFIA europium; inhibition, % at 2.35 µM; Q9H3R0; AID 2099;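 active = more than half of a compound's replicate wells show inhibition beyond 50%, single wells judged on their own value; inconclusive = some, but no more than half, of replicates pass 50% inhibition; inactive = no replicate passes 50% inhibition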;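 note: signal counts dimethyl H3K9 product captured on neutravidin plate; 0% = median of DMSO wells and 100% = 0.3 times that DMSO median; strong numbers were not always called active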
PP5 primary: inhibitors of human protein phosphatase 5 (PP5). purified PP5c, OMFP substrate fluorescence. P53041. 320,000 tested, 0.18% active. inhibition, % at 6.7 µM;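 active = inhibition above the campaign's mean inhibition across all tested compounds plus 3 SD, cut at about 9.5% in these data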;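 note: 0% = DMSO only and 100% = 100 µM cantharidin control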
Target sequence (P53041 whole entry, looked up): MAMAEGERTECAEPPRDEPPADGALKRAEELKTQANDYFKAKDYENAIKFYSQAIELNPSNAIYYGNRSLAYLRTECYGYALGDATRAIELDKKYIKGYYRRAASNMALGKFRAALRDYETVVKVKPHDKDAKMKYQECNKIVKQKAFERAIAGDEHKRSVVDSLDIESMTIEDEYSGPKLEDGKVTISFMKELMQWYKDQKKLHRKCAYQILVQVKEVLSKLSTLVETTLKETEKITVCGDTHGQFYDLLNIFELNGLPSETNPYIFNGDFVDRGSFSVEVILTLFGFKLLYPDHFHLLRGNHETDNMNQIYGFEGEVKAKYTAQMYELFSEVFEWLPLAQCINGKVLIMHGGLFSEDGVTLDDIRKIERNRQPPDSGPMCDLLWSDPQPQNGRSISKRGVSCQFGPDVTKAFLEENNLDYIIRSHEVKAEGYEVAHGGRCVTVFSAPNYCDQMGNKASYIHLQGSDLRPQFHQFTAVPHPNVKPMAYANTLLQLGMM
VLA-4 inh: inhibition in a human VLA-4 binding assay | P13612 | VLA-4 expressing cells, ligand binding flow cytometry | inhibition, % (about 7 µM as worked out from the volumes in the protocol) | 330,000 tested, 0.2% active | AID 2557; in the data active = inhibition above about 50%
CTSL1 counter: blocks F. hepatica cathepsin L1 in PFM18AAP counter-screen; recombinant F. hepatica cathepsin L1, Z-Leu-Arg-MCA fluorescence; inhibition, % at 5.96 µM; 300,000 tested, 0.49% active; AID 1906;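 active = inhibition above the mean of all tested compounds plus 3 SD, set per screening campaign, cut at about 17% in these data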;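 note: 0% = plate median of test compound wells and 100% = 1 µM Z-Phe-Ala-diazomethylketone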
procasp7 counter: activates human procaspase-7, counter-screen for procaspase-3 activators | P55210 | recombinant procaspase-7, Ac-DEVD-pNA absorbance 405 nm; D23A/D198A/D206A triple mutant, cannot self-cleave; scale: DMSO 0, 5 µM enzyme 100 | activation, % at 8.5 µM | 330,000 tested, 0.093% active;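 active = percent activation above the screen-wide mean plus 3 SD, cut at about 25% in these data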
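buffer or medium = Zinc-free HEPES/NaCl buffer, pH 7.4 | material = Procaspase-7 triple mutant (PC-7 D3A) | input = 2 µM procaspase-7 mutant as dispensed | signal = Epi-absorbance of released pNA at 405 nm, two timepoints | timing = 1 h preincubation, 2 h reaction | replicates = singlicate compound testing | evaluation = % activation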
core dimer inh: blocks dimerization of HCV core protein; 300,000 tested, 0.33% active; AID 1899; inhibition, % at 5 µM; TR-FRET GST/Flag-core106 dimerization, 1536-well;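 active = inhibition above the mean of all tested compounds plus 3 SD, set per screening campaign, cut at about 45% in these data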
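System: GST-tagged and Flag-tagged HCV core protein residues 1-106 / Input: core106 proteins, GST 13.5 nM and Flag 17 nM / Buffer or medium: KF-containing HEPES buffer, pH 7.45, DTT, CHAPS, BSA / Probe or stimulus: Eu-anti-GST and XL665-anti-Flag labelled anti-tag antibodies / Schedule: 4 h, 22.5 °C incubation / Technique: TR-FRET 671 and 617 nm emission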
GRK2 aptamer HTS: blocks RNA aptamer binding to human GRK2 | P25098 | bead flow cytometry, FAM-aptamer displacement from GRK2 | inhibition of aptamer binding, % at 10 µM | 330,000 tested, 0.59% active | AID 488847;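 active = inhibition of aptamer binding above 40%, roughly 3 SD of noise, on plates passing a quality check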;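 note: median bead fluorescence of bound FAM aptamer so fluorescent compounds give negative values; no value below 0 was filed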
* marks the source's active call; other numbers are inactive results; u = inconclusive; x = not tested or not shown. Rows are unselected; any-hit rate near 2.6%.

SMILES	proCasp3 act	PP1 counter	GASC-1 inh	PP5 primary	VLA-4 inh	CTSL1 counter	procasp7 counter	core dimer inh	GRK2 aptamer HTS
CC(C)(CNC(=O)c1cc(Cl)c(O)c(Cl)c1)N1CCCCC1	-4	0	10	1.0	0	-1	-2	3	1
Cc1cc(C)c(NC(=O)C(=O)NCc2ccco2)c(C)c1	9	-4	u	-1.0	8	2	8	-2	0
CC(=O)N1CCc2cc(S(=O)(=O)NCCCOC(C)C)ccc21	11	-2	8	0.7	15	0	-7	-3	1
O=C(OCc1ccc(COC(=O)c2ccccn2)cc1)c1ccccn1	-1	1	7	-2.3	7	-2	15	0	0
Cc1ccc(S(=O)(=O)N2CCN(C(=O)COC(=O)c3c(C)noc3C)CC2)c(C)c1	-9	-1	0	1.0	8	0	8	-1	1
O=C(NCc1nc2ccccc2[nH]1)C1=C[C@@H](c2ccccc2)C[C@@H](OCCCCO)O1	0	-2	2	2.6	23	-1	3	-2	0
CCOC(=O)c1nsnc1NCCSC(=N)N	-5	-1	2	3.2	19	-1	2	-8	3
C[C@H](CO)N1C[C@H](C)[C@@H](CN(C)C(=O)Nc2ccc(C(F)(F)F)cc2)Oc2ccc(NS(=O)(=O)c3ccccc3)cc2C1=O	-4	x	12	x	-12	x	3	x	2
COCCNC(=O)C(=O)NNC(=O)CCc1ccccc1	1	0	5	-0.2	-6	-3	13	-3	1
CCn1cc(/C=N/O)c(C)n1	-8	2	6	1.1	1	-2	0	0	0
CNS(=O)(=O)c1cccc(C(=O)NC2CCCc3ccccc32)c1 (stereo not given)	-8	0	11	2.0	3	2	39*	-18	0
CC1(C)S[C@@H]2[C@H](NC(=O)COc3ccccc3)C(=O)N2C1C(=O)OCc1ccccc1 (stereo not given in full)	-2	4	2	3.0	-10	1	-12	10	0
COc1ccccc1OCC(=O)NNC(=O)Nc1ccc(Cl)cc1	-1	-3	-5	0.5	0	-16	2	1	0
CCOC(=O)N1CCN(C(=O)c2cn(CC)c3ccc(S(=O)(=O)N4CCC(C)CC4)cc3c2=O)CC1	-2	9	-3	0.1	-4	7	4	-4	1
Cc1cccc(NC(=O)c2cc3c([nH]c4ccccc43)c(C)n2)c1C	5	4	-10	-1.4	30	4	5	-3	0
COC(=O)C1=C(N)c2c(F)cccc2C1(C#N)c1ccccc1 (stereo not given)	4	3	4	1.6	-2	2	9	-2	0
CCOC(=O)c1nc2cc3n(c(C)c-2c1C)C(C)C(CC)=C3C (stereo not given)	-6	1	-1	0.2	-8	5	2	8	1
Cc1cccc(OCc2ccc(C(=O)N3CCOCC3)o2)c1	-2	2	6	2.9	9	1	11	-9	1
COc1ccc(OC)c(NC(=S)NCc2ccco2)c1	0	1	9	-0.1	-3	0	-1	-10	1
CC(=O)N1CCN(C2=NC(=O)C(=C3CCCCC3)S2)CC1	-2	-2	3	2.9	8	0	7	3	0
CC(C)CC(=O)N1CCN(c2ccc(NC(=O)c3ccco3)cc2)CC1	-5	-1	6	-0.9	1	-1	-7	1	2
CC1=CC(C)(C)N2C(=O)C3(NCCc4c3[nH]c3ccccc43)c3cccc1c32 (stereo not given)	1	2	9	1.4	-5	0	-1	-4	3
Cc1cccc(C)c1NC(=O)N1CCN(c2nc3ccccc3s2)CC1	-3	-8	2	2.3	0	1	4	-3	2
CCOC(=O)c1ccc(S(=O)(=O)N2CCN(c3ccccn3)CC2)cc1	0	-1	-6	2.5	6	1	-2	7	0
CCCc1c(C(=O)N/N=C/c2ccccc2OCc2ccc(F)cc2)nnn1-c1nonc1N	-5	0	-3	0.3	14	4	-5	15	0

The list goes on; the last 2 above are carried over.
SMILES	proCasp3 act	PP1 counter	GASC-1 inh	PP5 primary	VLA-4 inh	CTSL1 counter	procasp7 counter	core dimer inh	GRK2 aptamer HTS
CCOC(=O)c1ccc(S(=O)(=O)N2CCN(c3ccccn3)CC2)cc1	0	-1	-6	2.5	6	1	-2	7	0
CCCc1c(C(=O)N/N=C/c2ccccc2OCc2ccc(F)cc2)nnn1-c1nonc1N	-5	0	-3	0.3	14	4	-5	15	0
O=C(CSc1ccc([N+](=O)[O-])cc1)Nc1ccccc1N1CCOCC1	1	x	0	x	-9	x	-3	x	1
O=C(NCCC1CCCCN1S(=O)(=O)c1cccs1)C(=O)NCc1ccccc1 (stereo not given)	-5	-1	-10	0.6	0	7	5	-1	0
O=C(COc1ccccc1Cl)Nc1ccc2c(c1)OCCO2	1	0	-2	0.5	1	6	10	3	0
CCOC(=O)Cc1csc(NC(=S)NC(=O)c2ccc(Cl)cc2)n1	5	3	5	-5.7	-1	5	7	10	2
CCNC(=S)NNC(=O)c1ccccc1Cl	10	-2	15	0.6	1	-2	9	-4	4
Cc1ccc2[nH]c(=O)c(CNC(C)(C)C)cc2c1	-5	-8	-11	-4.6	-3	2	-8	3	0
CCn1c(SCC(=O)Nc2nc3c(s2)CCCC3)nnc1-c1ccccc1	1	1	6	2.6	0	4	3	6	3
CC1=C(C)CC(C(=O)NCCCN2CCCC2=O)C(C(=O)O)C1 (stereo not given)	-3	-8	7	0.9	1	-5	3	-4	2
Cc1onc(-c2ccccc2)c1C(=O)OCC(=O)Nc1ccc(Cl)cc1	1	5	0	3.8	0	x	-2	x	0
COc1cc(CNCc2ccc(OC)c(OC)c2OC)cc(OC)c1	-3	-1	-11	0.5	-8	-1	-4	-1	0
CCc1ccc(NC(=O)C(C)OC(=O)Cc2cc(OC)c(OC)c(OC)c2)cc1 (stereo not given)	2	x	x	x	-1	x	7	x	1
Cc1cc(C)c(S(=O)(=O)N2C=CC(C(F)(F)F)=NCC2)c(C)c1	8	-1	-2	2.8	-4	-1	3	0	1
Nc1nc(SC23CC4CC(CC(C4)C2)C3)ns1	-1	-2	4	0.6	2	2	1	-5	1
CCOC(=O)c1c(NC(=O)C(=O)N/N=C/c2ccccc2O)sc2c1CCCCC2	8	-3	17	-0.4	0	-1	-1	0	0
CC(C)Oc1ccc(CN2CCC(n3nccc3NC(=O)c3cccnc3)CC2)cc1	2	-2	9	-0.5	0	1	1	-1	0
O=C(O)CCC(=O)N1CCc2cc(S(=O)(=O)NCc3ccc(Cl)cc3)ccc21	7	2	22	-0.1	-9	1	4	7	0
O=[N+]([O-])c1ccccc1S(=O)(=O)NCCc1ccncc1	1	-3	8	1.4	19	-3	-7	-4	4
Cc1ccc(S(=O)(=O)N2CCCCC2)cc1NC(=O)c1cc(=O)[nH]c2ccccc12	-2	-1	6	4.2	5	x	-9	x	1
CN(CC(=O)Nc1ccc(F)c(F)c1F)C(=O)C1CCN(C(=O)Nc2ccccc2)CC1	-4	-4	-1	2.5	4	0	4	-1	2
CCCc1nc2c(C)ccc(C)c2c(N)c1CC	0	-1	-7	1.5	15	7	12	-1	2
CCc1ccc(CNc2ccc3c(c2)ncn3C)cc1	1	-1	-15	-3.1	-2	3	1	-4	2
Nc1c(-c2ccccc2)cnn1-c1ccc(C(=O)O)cc1	0	1	-4	1.3	4	0	5	-4	2
OCCC1CN(Cc2ccc3c(c2)CCO3)CCN1Cc1ccc(F)cc1 (stereo not given)	-1	0	3	3.0	-2	1	5	0	0
COc1ccc(S(=O)(=O)N2CCN(Cc3cccc(OC)c3)CC2)cc1	6	-3	1	0.9	16	2	3	6	1
Cc1noc(C)c1CS(=O)(=O)c1ccc(Br)cc1	0	2	1	0.0	8	0	10	1	0

Single values from the entries so far:
Result of `CCOC(=O)c1nc2cc3n(c(C)c-2c1C)C(C)C(CC)=C3C` (stereo not given) under core dimer inh: 8
Result of `CC(=O)N1CCN(C2=NC(=O)C(=C3CCCCC3)S2)CC1` under GASC-1 inh: 3
Result of `O=C(OCc1ccc(COC(=O)c2ccccn2)cc1)c1ccccn1` under PP5 primary: -2.3
Result of `CCOC(=O)Cc1csc(NC(=S)NC(=O)c2ccc(Cl)cc2)n1` under procasp7 counter: 7
Result of `CCn1c(SCC(=O)Nc2nc3c(s2)CCCC3)nnc1-c1ccccc1` under PP1 counter: 1
Result of `CCn1cc(/C=N/O)c(C)n1` under PP5 primary: 1.1
Result of `Cc1cc(C)c(S(=O)(=O)N2C=CC(C(F)(F)F)=NCC2)c(C)c1` under GRK2 aptamer HTS: 1

(more compounds)
SMILES	proCasp3 act	PP1 counter	GASC-1 inh	PP5 primary	VLA-4 inh	CTSL1 counter	procasp7 counter	core dimer inh	GRK2 aptamer HTS
Cc1nnc(NC(=O)CSc2nnc(C(C)NC(=O)c3ccccc3F)n2C)s1 (stereo not given)	-3	-1	-3	4.4	0	1	0	2	0
Cc1cccc(N(CC(=O)NC2CCCC2)C(=O)CCCC(=O)Nc2ccccn2)c1	8	-3	-1	3.4	-30	-2	7	-1	1
C=CCn1c(SCC(=O)c2ccc(O)c(O)c2)nnc1-c1ccc(C)cc1	3	-5	-5	0.8	14	x	-1	x	3
CCOc1ccc(Oc2cc(N)cc([N+](=O)[O-])c2)cc1	0	0	-1	1.6	-1	3	-2	-3	1
O=C(NC1CCCCC1)c1cccnc1Sc1ccccc1Cl	3	-1	2	1.2	30	2	-4	2	0
COc1ccccc1Nc1nc(NCC2CCCO2)c2ccccc2n1 (stereo not given)	8	3	-4	5.2	-7	2	0	-1	1
CCCCn1c(SCC(=O)OCC)nc2c(sc(=S)n2-c2ccccc2OC)c1=O	5	1	6	1.5	0	9	14	13	3
CCOc1ccc(CCNC(=O)COC(=O)Cn2nc(C)c([N+](=O)[O-])c2C)cc1OCC	-3	-5	12	2.1	-12	-1	4	-2	1

Gathered by group, the entries above with a thiophene ring, fused or not
SMILES	proCasp3 act	PP1 counter	GASC-1 inh	PP5 primary	VLA-4 inh	CTSL1 counter	procasp7 counter	core dimer inh	GRK2 aptamer HTS
O=C(NCCC1CCCCN1S(=O)(=O)c1cccs1)C(=O)NCc1ccccc1 (stereo not given)	-5	-1	-10	0.6	0	7	5	-1	0
CCOC(=O)c1c(NC(=O)C(=O)N/N=C/c2ccccc2O)sc2c1CCCCC2	8	-3	17	-0.4	0	-1	-1	0	0
